mIDH1 inhibitor – inhibitors of human mutant IDH1 R132H; IDH1-R132H enzyme, NADPH consumption, diaphorase/resazurin fluorescence; 390,000 tested, 0.093% active; Potency, µM (highest dose often 76.6 µM), for inactives: at the highest dose activity change, negative = inhibition, hits mostly inhibitors; O75874; AID 602179; note: potency is the fitted concentration of half-maximal effect; % is set by controls: 0 for no effect and ±100 for the full control effect; nearly all actives have a fitted effect of over 65% in size
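IDH1-R132H (0.5 ug/mL dispensed) in pH 7.5 Tris buffer was preincubated 30 min with compound, then given a substrate mix of 0.016 mM NADPH and 2 mM alpha-KG for 80 min at room temperature; remaining NADPH was read by diaphorase/resazurin fluorescence.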
D2 ag – D2 dopamine receptor (human) agonism; 340,000 tested, 0.53% active; HEK293 T-REx D2 cells, calcium flux agonist mode; activation, % at 2 µM; P14416; AID 485358;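 active = activation over 3 SD above normal in the single-dose calcium agonist read, cut at about 30% in these data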; note: 0% is about no effect
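Tetracycline-induced HEK293 T-REx cells with force-coupled D2 receptor, plated overnight at 30 C, loaded with no-wash calcium dye. After a 10 s baseline, compound was pin-added and calcium flux read kinetically for 180 s; calcium rises flagged agonists.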
TRHR ag – TRH receptor (human) agonism; P34981; TRHR cells, calcium flux fluo-8, FDSS agonist mode; activation, % at 2 µM; 360,000 tested, 0.18% active; AID 493084; in the data active = activation above about 30%; note: 0% is about no effect
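TRHR-expressing cells, plated overnight in medium with 10% serum, were loaded with fluo-8 calcium dye at room temperature. After a 10 s baseline, library compound was pin-added and calcium release was recorded kinetically (ex 480/em 530) as agonist response.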
PI4K2A block – PI4K2A (human) kinase inhibition. Q9BTU6. purified PI4K2A, ADP-Glo luminescence, 1 h; stronger effect = lower value. activity change, negative = inhibition, % at 76.9 µM. 420,000 tested, 0.13% active; in the data active = activity change below about -50%; inconclusive = mostly about -30% to -49%;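 note: -100% = wells without enzyme as full effect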
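PI4K2A activity was measured by ADP-Glo luminescence: enzyme (4 ug/mL stock) and phosphatidylinositol (1.2 mM stock) in Tris pH 7.5/MgCl2/EGTA/Triton X-100 buffer were reacted with ATP (300 microM stock) for one hour at ambient temperature.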
TrxR1 substrate – is turned over as a substrate by rat TrxR1. purified TrxR1 substrate turnover, NADPH consumption readout. Potency, µM (titrated, usually from 114 µM), for inactives: top-dose activity change, negative = substrate turnover. 390,000 tested, 0.01% active; note: potency is the fitted concentration of half-maximal effect; % is set by controls: 0 for no effect and ±100 for the full control effect; nearly all actives have a fitted effect of over 50% in size
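Rat TrxR1, dispensed at 90 nM, was prereduced with 400 uM NADPH (final) for 5 min at ~22 deg C, then incubated with compound 15 min before 400 uM selenite. A first-read NADPH fluorescence drop versus no-compound background flagged substrates.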
TrxR1 inh – rat TrxR1 inhibition; recombinant rTrxR1, NADPH fluorescence consumption, selenite substrate; O89049; AID 588453; Potency, µM (titrated, usually from 114 µM), for inactives: top-dose activity change, negative = inhibition, hits mostly inhibitors; 390,000 tested, 1% active; note: potency is the fitted concentration of half-maximal effect; % is set by controls: 0 for no effect and ±100 for the full control effect; nearly all actives have a fitted effect of over 65% in size
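Rat TrxR1 (90 nM in the dispensed reagent) was pre-reduced with 400 uM NADPH for 5 min at room temperature, then incubated with compound for 15 min. After 400 uM selenite was added, NADPH fluorescence (Ex 340/Em 450 nm) was followed for 8 min.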
TRHR PAM – allosterically enhances the human TRH receptor; P34981; TRHR cells, fluo-8 calcium fluorescence, EC20 TRH enhancement; enhancement, % at 2 µM; 360,000 tested, 0.66% active; AID 493056; in the data active = enhancement above about 30%; note: 0% is about no effect
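Enhancer read-out: after compound pinning and an initial kinetic agonist-mode read, an EC20 of TRH (10 nM final) was injected and fluo-8 calcium signal (Ex 480/Em 530) followed at 1 s/cycle for 100 cycles in TRHR-expressing cells.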
D2 antag – D2 dopamine receptor (human) antagonism; HEK293 TREx D2 cells, calcium flux, dopamine EC80; 340,000 tested, 2% active; inhibition, % at 10 µM; AID 485344; in the data active = inhibition above about 30%; note: 0% is about no effect
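In this primary screen, negative modulation is detected by tracking calcium flux after an EC80 dopamine challenge in inducible HEK293 T-REx D2 cells preexposed to test compound for 180 s.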
USP1 inh – USP1/UAF1 (human) deubiquitinase inhibition | Potency, µM (top dose mostly 57.1 µM), inactives show at the highest dose activity change, negative = inhibition, hits mostly inhibitors | O94782 | recombinant USP1/UAF1, Ub-Rhodamine cleavage fluorescence | 390,000 tested, 0.23% active | AID 743255; note: potency is the fitted concentration of half-maximal effect; % is set by controls: 0 for no effect and ±100 for the full control effect; nearly all actives have a fitted effect of over 60% in size; inactives centre near -12
Target sequence (O94782 whole entry, looked up): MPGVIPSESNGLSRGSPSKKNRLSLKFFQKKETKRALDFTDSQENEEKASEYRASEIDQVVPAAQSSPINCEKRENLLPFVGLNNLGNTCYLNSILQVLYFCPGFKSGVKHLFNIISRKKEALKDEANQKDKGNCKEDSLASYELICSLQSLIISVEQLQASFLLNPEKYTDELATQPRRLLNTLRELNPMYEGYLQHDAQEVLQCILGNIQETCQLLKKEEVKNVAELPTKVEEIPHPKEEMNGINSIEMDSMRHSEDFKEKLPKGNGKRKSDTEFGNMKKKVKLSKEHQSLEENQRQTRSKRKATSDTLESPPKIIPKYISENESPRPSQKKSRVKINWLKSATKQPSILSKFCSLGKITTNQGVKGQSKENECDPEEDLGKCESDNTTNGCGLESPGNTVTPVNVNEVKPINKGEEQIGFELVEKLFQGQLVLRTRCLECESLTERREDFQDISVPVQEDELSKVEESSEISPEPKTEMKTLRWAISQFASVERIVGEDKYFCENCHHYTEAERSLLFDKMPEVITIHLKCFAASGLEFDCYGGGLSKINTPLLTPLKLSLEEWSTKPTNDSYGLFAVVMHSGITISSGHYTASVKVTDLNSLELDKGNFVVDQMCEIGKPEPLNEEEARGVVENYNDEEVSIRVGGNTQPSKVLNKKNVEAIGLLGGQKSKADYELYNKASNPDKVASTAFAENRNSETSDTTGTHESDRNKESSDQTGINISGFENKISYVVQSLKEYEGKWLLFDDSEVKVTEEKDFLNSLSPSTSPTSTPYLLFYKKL
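Step one: compound is pinned into 1nM USP1/UAF1 in HEPES pH 7.8 buffer with TCEP. Step two: 15 min room-temperature incubation. Step three: Ub-Rho (150nM final) starts cleavage, tracked by fluorescence over six one-minute reads.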
* marks the source's active call; other numbers are inactive results; ? = inconclusive; / = no result given; [ ] = remark or other dose. Unless noted, calls come from the whole dose curve; as a rule, active = well fitted inhibition curve with a large enough effect; inconclusive = small, poorly fitted or top-dose-only effect; inactive = no such curve, though single readings can be large or run the other way.

canonical_smiles	mIDH1 inhibitor	D2 ag	TRHR ag	PI4K2A block	TrxR1 substrate	TrxR1 inh	TRHR PAM	D2 antag	USP1 inh
O=C(c1nc2ccccn2c1CNCCn1ccc2ccccc21)N1CCOCC1	-13%	2.0	0.1	-7	-4%	-6%	1	0	0%
CC(C)=CCC/C(C)=C/CNC(=O)C[C@H]1C[C@H](C(=O)N2CCOCC2)[C@@]2(CCC3CCCC3)c3[nH]c4cc(-c5ccco5)ccc4c3CCN2C1=O	-5%[38.3 µM]	/	/	-5	7%	-4%	/	/	-33%
Cc1nc2nc(SCC(=O)NCCc3ccc(Cl)cc3)nn2c(C)c1Cc1ccccc1Cl	-20%	0.2	-0.2	-2	0%[57.1 µM]	15%[57.1 µM]	3	/	6%
Cc1ccc(C(=O)NNC(=O)CCOc2cccc(C)c2)cc1	2%	0.0	-0.3	-3	-4%	8%	1	-1	-15%
CCn1cc(CNC(=S)Nc2cccc3ccccc23)cn1	4%	1.6	-1.7	0	0%	-7%	1	-16	-8%
CC1(C)CC(=O)C(=Cc2cn(-c3ccccc3)nc2-c2ccc(Cl)cc2)C(=O)C1	5%	-0.3	-0.8	-15	4%[2.29 µM]	?	-8	32*	-8%
CC(C)CC(=O)Nc1nnc(S(=O)(=O)N(CC(C)C)c2ccccc2)s1	-11%	-0.1	-0.6	-5	5%	2%	12	/	-22%
CCCc1nnc2c(N(C)S(=O)(=O)c3ccccc3)nc3ccccc3n12	3%	0.2	0.3	-4	-6%	-13%	9	-3	3%
CCOc1ccccc1C(=O)N1CCC(c2nc3ccccc3o2)CC1	-5%	1.8	0.3	-3	-6%	8%	1	/	7%
Cc1ccc(S(=O)(=O)c2cc3c(=O)n4ccccc4nc3n(CCCN3CCOCC3)c2=N)cc1C	4%	-0.1	1.0	2	29%	13%	-7	7	-16%
O=C1C[C@H](c2ccc(O)cc2)Oc2cc(O[C@@H]3O[C@H](CO)[C@@H](O)[C@H](O)[C@H]3O)cc(O[C@@H]3O[C@H](CO)[C@@H](O)[C@H](O)[C@H]3O)c21	-7%	/	/	-9	-4%	2%	/	/	-6%
CCCCCn1c(SCC(=O)CC(=O)OCC)nc2cc(C(=O)N3CCC(C(N)=O)CC3)ccc2c1=O	-6%	0.0	-0.2	-8	6%[57.1 µM]	7%[57.1 µM]	-5	-17	-16%
O=C(Nc1cccc(Cl)c1)OC1CCCCc2cccnc21 (stereo not given)	15%	-1.5	-0.1	-1	-7%	11%	4	-3	-20%
CC1CCCC(NC(=O)COC(=O)c2cccc(S(=O)(=O)N3CCCCC3)c2)C1C (stereo not given)	-4%	0.3	1.0	0	6%	20%	-8	1	-22%
Cc1ccccc1Cn1c(=O)n(Cc2ccc(Cl)cc2)c(=O)c2cccnc21	-10%	-0.1	0.0	-3	93%[activator]	192%[activator]	-2	/	-2%
CCCN1CCC(=NNc2ccc(S(=O)(=O)N3CCOCC3)cc2[N+](=O)[O-])CC1	2%	3.8	-0.1	2	-16%	?	9	-3	-2%
CCCCC(=O)OCCNC(=O)c1cc2ccccc2oc1=O	6%	0.8	-0.8	3	13%[57.1 µM]	9%[57.1 µM]	3	-22	8%
COc1ccc(CCN2C(=O)C3C4CC(C5C(C(=O)O)=NOC45)C3C2=O)cc1OC (stereo not given)	13%	0.8	-0.1	5	16%[57.1 µM]	22%[57.1 µM]	3	8	-2%
COc1ccc(-c2n(Cc3ccccc3)c3ccccc3[n+]2Cc2ccccc2)cc1	8%	-0.4	0.3	-4	-4%	-18%	13	-36	-11%
CCc1ccc(CN(C)CC(=O)Nc2ccc3c(c2)CCC3)cc1	0%	0.4	0.7	-4	4%	29%	3	-1	-11%
Cc1nccn1CC(=O)N/N=C/c1ccccc1O	-1%	-0.1	0.1	0	22%	-3%	7	-6	-2%
O=C(CCSCc1ccccc1)Nc1ccc2c(c1)OCCO2	-4%	0.0	-1.6	-4	-6%	17%	13	-22	-16%
Cc1ccccc1Oc1ncnc2oc(-c3ccccc3)cc12	1%	0.2	0.2	-5	21%	9%[57.1 µM]	25	5	2%
CN(C)/C=C(/C(=O)c1ccc(Cl)cc1)S(=O)(=O)c1ccc(Cl)cc1	16%	0.0	-0.6	3	-7%	-10%	3	1	-15%

Of the compounds above, these have a furan ring, fused or not.
canonical_smiles	mIDH1 inhibitor	D2 ag	TRHR ag	PI4K2A block	TrxR1 substrate	TrxR1 inh	TRHR PAM	D2 antag	USP1 inh
CC(C)=CCC/C(C)=C/CNC(=O)C[C@H]1C[C@H](C(=O)N2CCOCC2)[C@@]2(CCC3CCCC3)c3[nH]c4cc(-c5ccco5)ccc4c3CCN2C1=O	-5%[38.3 µM]	/	/	-5	7%	-4%	/	/	-33%
Cc1ccccc1Oc1ncnc2oc(-c3ccccc3)cc12	1%	0.2	0.2	-5	21%	9%[57.1 µM]	25	5	2%

Further records follow.
canonical_smiles	mIDH1 inhibitor	D2 ag	TRHR ag	PI4K2A block	TrxR1 substrate	TrxR1 inh	TRHR PAM	D2 antag	USP1 inh
O=C(COC(=O)CCc1ccccc1)Nc1ccc(F)cc1Cl	-2%	-2.5	-0.6	-5	-10%	-4%	10	16	-16%
COc1ccc(CCN(Cc2ccccn2)C(=S)Nc2cccc(SC)c2)cc1OC	-4%	-0.3	-0.1	5	6%[57.1 µM]	24%[57.1 µM]	-30	-10	1%
CC12CCC(=O)N1C(C(=O)Nc1cccc(S(=O)(=O)N3CCCCC3)c1)CS2 (stereo not given)	5%	0.1	0.6	-1	3%	12%	-7	-11	-8%
CCc1nnc2c(Nc3ccc(N(CC)CC)cc3C)nc3ccccc3n12	3%	0.2	1.4	-8	-14%	-17%	1	/	-21%
Cc1cc(C)n(-c2nc(SCCN3CCOCC3)c3c4c(sc3n2)CCCC4)n1	-2%	/	/	-2	6%	11%	/	/	-5%
Cn1cccc1C1C(C#N)=C(N)OC2=C1C(=O)CCC2 (stereo not given)	10%	-0.2	-0.5	-10	-3%	-17%	-2	5	-15%
CC(C)CC(/C(O)=C(\C#N)c1nc2ccccc2[nH]1)N1C(=O)c2ccccc2C1=O (stereo not given)	3%	-0.7	-0.3	5	-2%[57.1 µM]	3%[57.1 µM]	-6	-2	-14%
COc1cccc(-c2noc(COc3cccc(C)c3C)n2)c1	-10%	-0.5	1.6	-2	6%	29%	6	/	-24%
Cn1nc(C(=O)N2CCN(S(=O)(=O)c3ccc(Cl)cc3)CC2)c2ccccc2c1=O	3%	0.4	0.9	-1	-5%	4%	-9	13	-10%
Cc1ccc(C(=O)N2CCN(c3ccc(Cl)cc3)CC2)cc1	-4%	0.8	-1.0	0	-1%[57.1 µM]	2%	2	-17	-5%
COC(=O)c1ccc(/C=N/n2cnnc2)cc1	-1%	-1.1	0.2	-1	-4%[57.1 µM]	10%	-9	-8	5%
COc1nnc(-c2ccc(N3CCCCC3)c(N)c2)c2ccccc12	2%	/	/	0	9%[57.1 µM]	5%[57.1 µM]	/	/	-7%
COc1ccc(-c2cc3nc(C4CCN(C(=O)OC(C)(C)C)CC4)c(C(=O)O)cn3n2)cc1	21µM*	1.2	0.9	-3	15%	2%	19	-2	-14%
CC(C)OCC(O)CS(=O)Cc1ccccc1 (stereo not given)	1%	0.8	1.6	-18	3%	22%	-3	-18	-2%
COc1ccc(N(C)C(=O)c2cc3c(s2)-c2ccccc2OC3)cc1	12%	0.3	0.3	1	-6%	?	-2	/	-24%
CC(C)(C)OC(=O)COc1cc(O)c2c(=O)cc(-c3ccccc3)oc2c1	-3%	-0.3	-0.2	0	-3%	12%	0	-2	-15%
Cc1ccc(NC(=O)c2ccc([N+](=O)[O-])cc2)cc1S(=O)(=O)N(C)C	-5%	1.5	1.0	-1	3%[57.1 µM]	8%[57.1 µM]	-3	8	-13%
Cc1cc(C)c(NC(=O)COC(=O)C2=COCCO2)c(Cl)c1	-3%	/	-0.8	-5	0%	5%	-3	/	4%
CCCCn1cnc2c(SCc3cccc(F)c3)nc(N)nc21	0%	/	/	-6	1%	18%	/	/	-19%
COc1ccccc1-n1c(CNC(=O)c2ccco2)nnc1SCC(=O)Nc1ccc(F)cc1	9%	0.2	0.1	7	-7%	-3%	1	6	-9%
COc1ccc(-c2cc(C)no2)cc1S(=O)(=O)NCCc1ccco1	8%	0.8	0.0	-7	-2%	-1%	3	-14	-18%
CN(C)CCNC(=O)C1CCCNC1=O (stereo not given)	1%	0.3	-0.1	-5	3%	11%	1	-12	-17%
COc1ccccc1CNC(=O)CN1C(=O)c2cccnc2Oc2ccccc21	/	0.1	-0.3	-1	2%	1%	-5	/	2%
COc1ccc(/C=C/c2c([N+](=O)[O-])c(=O)n(C)c(=O)n2C)cc1OC	3%	0.8	0.0	-9	-5%	7%	2	11	4%
O=C(C/C=N/OCc1c(Cl)cccc1Cl)c1ccc(Cl)cc1	-5%	0.7	-0.4	10	3%	-2%	6	-12	-6%
CCCCc1nnc(NC(=O)c2nc3nccc(C)n3n2)s1	-1%	6.3	-0.8	-4	-9%[57.1 µM]	13%[57.1 µM]	29	-16	-2%
O=C(O)Cn1c(=O)n(Cc2ccccc2)c2ccccc21	-3%	0.6	0.1	-4	7%	37%[11.4 µM]	0	6	-1%
CCCOc1cccc(C(=O)N/N=C/c2ccoc2)c1	-12%	0.1	0.3	-3	1%	20%	-3	-14	-2%
CCOc1ccc(S(=O)(=O)c2c(C(=O)c3ccc(CC)cc3)cnc3ccc(C)cc23)cc1	-8%	0.2	0.0	3	6%	24%	-16	/	-25%

Bioassay records as filed in PubChem BioAssay.
